# Screens as filed in PubChem BioAssay.
# IMP-1 inhibitor: IMP-1 metallo-beta-lactamase inhibitors, primary screen, biochemical, epi-absorbance readout, Pseudomonas aeruginosa enzyme; purified IMP-1, nitrocefin hydrolysis, epi-absorbance fluorescence; inhibition, % at 5.6 µM; 290,000 tested, 0.45% active; AID 1556, 2009;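 active means inhibition above the mean plus 3 SD of all compounds in the same screening run, cut at about 4.5% in these data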;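 further: 0% = IMP-1 with DMSO and 100% = DMSO wells lacking enzyme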
#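 assay system = purified recombinant IMP-1 metallo-beta-lactamase enzyme | schedule = 15 min preincubation plus 25 min reaction at 25 °C | signal = Epi-absorbance fluorescence, 480 nm excitation, 530 nm emission | read-out basis = percent inhibition from optical density relative to buffer-blank wells | controls = IMP-1 with DMSO as 0%, enzyme-free DMSO as 100%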
# VIM-2 inh: VIM-2 metallo-beta-lactamase inhibitors, primary screen, biochemical, epi-absorbance readout, Pseudomonas aeruginosa enzyme. purified VIM-2, nitrocefin hydrolysis, epi-absorbance fluorescence. inhibition, % at 5.6 µM. 290,000 tested, 0.89% active. AID 1527, 2009;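 active means inhibition above the mean of all tested compounds plus 3 SD, cutoff set per screening run, cut at about 7.5% in these data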;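 further: red hydrolysis product quenches plate fluorescence so inhibitors raise well fluorescence; 0% = enzyme with DMSO and 100% = DMSO without enzyme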
# IDE act: human IDE activators in live cells, primary screen, fluorescence polarization, HEK cells, FAbeta-B substrate; Insulin-degrading enzyme (Homo sapiens), P14735; FAbeta-B cleavage; 0% vehicle, 100% cell-free pure enzyme wells; activation, % at 5.96 µM; 340,000 tested, 0.073% active;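 active means activation above the mean of all tested compounds plus 3 SD, set per screening campaign, cut at about 17% in these data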
# p-CIP stab down: p/CIP-EGFP fusion destabilizers, primary screen, fluorescence, F442A cells | 16 h | 290,000 tested, 0.01% active | Q05BA5 | AID 1984, 2009 | decrease of EGFP signal, % at 10 µM;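 active means EGFP signal decrease of at least 30% at 10 µM or well 3 SD below plate mean, unless failing retest; inactive means the rest, including hits failing retest or dose response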; further: some compounds called inactive have numbers as strong as hits; many of its hits are not listed in these tables
# Target sequence (Q05BA5 1-1403): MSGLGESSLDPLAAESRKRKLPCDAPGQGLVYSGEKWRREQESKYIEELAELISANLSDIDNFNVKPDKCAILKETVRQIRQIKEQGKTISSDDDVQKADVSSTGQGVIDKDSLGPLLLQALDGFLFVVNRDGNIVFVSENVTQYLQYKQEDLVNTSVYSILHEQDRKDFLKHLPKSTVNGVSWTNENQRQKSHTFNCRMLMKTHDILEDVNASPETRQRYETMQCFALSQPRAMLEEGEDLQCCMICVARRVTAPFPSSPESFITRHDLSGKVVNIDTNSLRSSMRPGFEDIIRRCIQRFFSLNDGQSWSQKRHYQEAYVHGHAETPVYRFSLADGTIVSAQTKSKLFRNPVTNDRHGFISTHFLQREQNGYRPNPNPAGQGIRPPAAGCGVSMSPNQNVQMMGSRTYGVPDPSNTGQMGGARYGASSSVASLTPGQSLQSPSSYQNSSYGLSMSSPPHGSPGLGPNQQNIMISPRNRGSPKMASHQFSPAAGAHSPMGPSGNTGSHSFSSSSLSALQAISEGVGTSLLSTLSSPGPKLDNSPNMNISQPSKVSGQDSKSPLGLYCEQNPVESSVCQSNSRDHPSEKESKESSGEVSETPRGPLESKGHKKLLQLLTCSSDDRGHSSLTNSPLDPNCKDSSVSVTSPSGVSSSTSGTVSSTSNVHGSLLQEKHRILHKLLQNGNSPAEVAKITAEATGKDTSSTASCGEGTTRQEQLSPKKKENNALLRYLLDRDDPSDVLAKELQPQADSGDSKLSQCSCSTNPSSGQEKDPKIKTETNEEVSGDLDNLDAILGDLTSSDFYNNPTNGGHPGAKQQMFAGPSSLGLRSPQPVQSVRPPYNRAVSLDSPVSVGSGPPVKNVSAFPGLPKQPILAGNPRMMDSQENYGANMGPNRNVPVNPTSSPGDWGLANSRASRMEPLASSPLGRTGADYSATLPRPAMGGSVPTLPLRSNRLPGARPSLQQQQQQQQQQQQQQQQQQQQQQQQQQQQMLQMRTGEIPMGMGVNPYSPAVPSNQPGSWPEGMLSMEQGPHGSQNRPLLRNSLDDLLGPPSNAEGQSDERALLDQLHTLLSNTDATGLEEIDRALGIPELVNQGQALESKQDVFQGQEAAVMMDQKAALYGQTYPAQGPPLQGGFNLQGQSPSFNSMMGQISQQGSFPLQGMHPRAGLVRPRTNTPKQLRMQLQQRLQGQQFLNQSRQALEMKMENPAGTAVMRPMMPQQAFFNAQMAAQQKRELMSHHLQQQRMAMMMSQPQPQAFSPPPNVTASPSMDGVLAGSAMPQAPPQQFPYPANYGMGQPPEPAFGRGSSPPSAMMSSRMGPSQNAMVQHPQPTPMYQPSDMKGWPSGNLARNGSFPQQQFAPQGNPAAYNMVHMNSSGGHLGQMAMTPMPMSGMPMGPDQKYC
# PHOSPHO1 inh: PubChem AID 1565; recombinant PHOSPHO1, absorbance phosphatase assay; inhibition, % at 13.3 µM; 290,000 tested, 1.1% active; in the data active means inhibition above about 60%
# PfM18AAP inh: PfM18AAP inhibitors, malaria aminopeptidase, primary screen, biochemical, QFRET, recombinant enzyme | H-Glu-NHMec fluorogenic cleavage | inhibition, % at 7.35 µM | 290,000 tested, 1.2% active | AID 1822, 2009;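 active means inhibition above the campaign mean inhibition over all tested compounds plus 3 SD, cut at about 28% in these data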;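 further: 0% = plate median of test compound wells and 100% = 2 mM ZnCl2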
# NALP1 inh: NALP1 inflammasome inhibitors in reconstituted yeast, colorimetric, S. cerevisiae, triplicate retest; S. cerevisiae NALP1/ASC/caspase-1 growth, X-gal OD620, 72 h; inhibition, % at 10 µM; 280,000 tested, 0.61% active; AID 2071, 2009; in the data active means inhibition mostly above about 24%, no sharp cut-off; inactive means mostly below about 32%; further: some compounds called inactive have numbers as strong as hits
# IDE inh: human IDE inhibitors in live cells, primary screen, fluorescence polarization, HEK cells, FAbetaB substrate; inhibition, % at 5.59 µM; FAbetaB cleavage; Insulin-degrading enzyme (Homo sapiens), P14735; AID 434962, 2010; 320,000 tested, 0.41% active;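 active means percent inhibition above the average of all tested compounds plus 3 SD, set per screening campaign, cut at about 16% in these data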;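 further: IDE supplied by intact live HEK cells; FP after avidin binding of uncleaved biotin substrate so inhibition keeps polarization high; 0% = DMSO wells and 100% = 60 µM reference IDE inhibitor Ii1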
# GPR7 antagonist: GPR7 receptor antagonists, primary screen, cell-based, fluorescence, single concentration. Neuropeptides B/W receptor type 1 (Homo sapiens), P48145. AID 1861, 2009. GPR7-expressing cells, fluorescence antagonist assay. inhibition, % at 4.4 µM. 290,000 tested, 1.1% active; in the data active means inhibition above about 16%, passing the limit was not always enough;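 further: cells stimulated with the agonist NPW; 0% = agonist with vehicle and 100% = vehicle without agonist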
# The depositor's hits bear a star; / = not tested or not shown.
SMILES,IMP-1 inhibitor,VIM-2 inh,IDE act,p-CIP stab down,PHOSPHO1 inh,PfM18AAP inh,NALP1 inh,IDE inh,GPR7 antagonist
CCN(CC)S(=O)(=O)c1ccc(OCC(=O)NC2CCS(=O)(=O)C2)c([N+](=O)[O-])c1 (configuration not stated),-1.4,-1.5,2,5,32,-12,3,-2,-15
Cc1ccc(S(=O)(=O)NCCc2cccs2)cc1,-2.0,-1.2,4,-22,4,-3,5,7,-7
CS(=O)(=O)N1CCC(C(=O)N2CCN(c3cccc(Cl)c3)CC2)CC1,1.1,-1.5,-1,7,4,-5,9,-2,1
Cc1ccc(NC(=O)CCN2CCN(C)CC2)cc1,-1.2,-1.6,7,0,-112,-1,2,5,-11
Cc1nc(-c2ccncc2)nc(NCCNc2ccc(C(F)(F)F)cn2)c1Cl,-1.5,-1.5,6,-6,32,-14,/,8,-7
Cc1nnc(NC(=O)CSc2ccc(-c3cccnc3)nn2)s1,-2.4,-0.4,5,-4,-20,-1,8,-5,-8
Cc1ccccc1-n1c(-c2ccc(Cl)cc2)cnc1SCC(=O)NC1CCS(=O)(=O)C1 (configuration not stated),-1.7,-0.7,3,3,-3,-5,23,4,9
Cc1csc(NC(=O)CSc2nnc(NC(=O)COc3ccccc3)s2)n1,-2.1,0.8,2,-2,11,-3,32,0,-2
O=C(NCc1cccnc1)C1CC(=O)N(CCc2ccccc2)C1 (configuration not stated),-1.8,-7.4,3,-18,-3,4,-7,6,0
O=C(N/N=C\c1ccccn1)c1ccccc1O,-3.1,-3.8,4,6,-13,18,-4,-2,-9
CC(Oc1ccccc1)C(=O)NC1CCCCCCC1 (configuration not stated),-3.0,-0.8,1,-5,18,-1,2,4,1
CCCCCc1cc(O)c2c(C)cc(=O)oc2c1,-2.8,-4.0,1,-5,-10,0,42,-1,2
O=C1CCCN1CCCNC(=S)Nc1cccc2ccccc12,-3.1,1.0,3,6,-44,-7,2,0,1
C1CCc2c(nnc3c2-c2nonc2CC3)C1,-5.5,-1.5,1,0,22,-3,20,6,-16
COc1cccc(NC(=O)CCC2CCN(C(=O)c3scnc3C)CC2)c1,-4.4,-1.1,6,-4,15,-5,1,5,-7
COC(=O)/C(=N\Nc1ccccc1)Sc1nnc(-c2ccc(OC)cc2)n1C,-1.9,-0.2,5,-1,2,1,10,4,0
N#CCc1c(C#N)c(N)nc(N2CCN(Cc3ccc4c(c3)OCO4)CC2)c1C#N,-2.9,-2.2,-1,3,16,9,46,3,15
Cc1ccnc(NS(=O)(=O)c2ccc(NC(=O)C3CCCO3)cc2)n1 (configuration not stated),-1.8,-0.9,4,0,2,-2,8,-1,-10
CCc1nc(NCC2CCCO2)c(C#N)c2c1COC(C)(C)C2 (configuration not stated),-6.3,-1.8,0,-6,4,0,-18,-5,-12
CCCn1c2c(c(O)c(C(=O)Nc3nc(C)cs3)c1=O)CCCC2,-0.9,-0.7,/,-3,-6,10,16,/,-10
C=CCNC(=O)N1CCC(n2nccc2NC(=O)CCc2ccccc2)CC1,-2.0,-0.5,6,3,16,-8,15,3,-8
COc1ccc(CNCc2ccc(C(F)(F)F)cc2)cc1OC,-2.4,-3.2,1,-8,19,-10,11,1,-9
COc1ccc(Br)cc1CN1CCN(S(=O)(=O)Cc2ccccc2)CC1,-2.1,-1.6,4,0,46,4,11,3,-2
Cc1c(S(=O)(=O)NC(C)c2ccccc2)c(=O)n(C)c(=O)n1C (configuration not stated),-1.6,-0.3,1,-19,-5,-20,10,1,-4
COCCOC(=O)C1=C(C)NC(C)=C(C(=O)OCCOC)C1/C=C/c1ccccc1OC,-2.2,-1.7,4,0,23,-10,10,8,-8

# Later entries
SMILES,IMP-1 inhibitor,VIM-2 inh,IDE act,p-CIP stab down,PHOSPHO1 inh,PfM18AAP inh,NALP1 inh,IDE inh,GPR7 antagonist
CC(=O)Nc1ccc(NC(=O)CCOc2cc(C)ccc2C)cc1,3.4,2.1,3,10,32,3,20,0,-4
CCOC(=O)c1sc(NC(=O)CC(C)c2ccccc2)nc1C (configuration not stated),-3.0,-1.8,8,-16,19,1,-10,9,34*
O=C(NCc1cccnc1)Nc1ccc(Br)cc1Cl,-0.7,-3.3,2,2,25,-9,22,-4,-14
Cc1ccc(NC(=O)CNCc2cccs2)cc1Br,0.0,-0.4,4,-5,14,-4,28,-2,19
COc1ccc(C)cc1NC(=O)C(OC(=O)CNC(=O)c1ccc(Oc2ccccc2)cc1)c1ccccc1 (configuration not stated),-1.8,-1.9,2,3,-12,-2,/,-1,-8
CCCC(C)C(=O)Nc1nnc(C)s1 (configuration not stated),-1.5,-1.4,5,0,10,0,6,0,-5
Cc1cc(-c2ccc(C)c(S(=O)(=O)NCCCN3CCN(c4ccccc4F)CC3)c2)on1,-0.9,-1.6,0,-27,7,20,-4,0,21
COc1ccc(-c2cc(C(=O)Nc3ccccc3)on2)cc1,0.3,1.5,-4,-9,29,-9,-7,4,7
CCN(CC)CCNC(=O)C1CCN(S(=O)(=O)N2CCCCC2)CC1,-2.2,-0.4,0,-9,18,-2,25,-7,-4
COc1ccc(-c2csc(NCc3ccco3)n2)cc1,-3.3,-3.4,1,-5,37,8,8,2,-3
O=C(Nc1ccccc1C(=O)NCc1ccccc1)c1ccccc1,-1.4,-8.9,-5,-10,-8,0,20,2,-10
CCCCC(=O)N(CCOC)c1nnc(-c2ccc(OC)cc2)s1,-3.3,-0.4,4,-18,20,-7,3,-3,0
CCCCCN(C(=O)NC(=O)Nc1nncs1)S(C)(=O)=O,-2.7,-1.2,2,-7,-11,0,-3,-6,-13
ClCc1ncc(-c2ccc(Cl)cc2)o1,-3.0,-4.2,-6,12,17,3,-24,-4,-2
Cc1ccccc1S(=O)(=O)Nc1ncnc2ccccc12,-1.1,-1.6,2,-7,20,1,10,0,-5
CCN(CC)CCNC(=O)c1ccc2c(=O)n(C3CCCC3)c(=S)[nH]c2c1,-2.2,-2.4,4,-1,24,0,-11,3,7
Cc1cccc(-c2noc(-c3ccc(Cl)cc3[N+](=O)[O-])n2)c1,0.9,2.2,2,-9,-4,3,36,4,11
CC(NC(=O)Nc1ccc(Cl)cc1)c1ccc2c(c1)OCO2 (configuration not stated),0.0,-0.3,1,-7,11,-9,14,1,-16
Cc1c(NC(=S)N/N=C/C=C/c2ccc([N+](=O)[O-])cc2)c(=O)n(-c2ccccc2)n1C,-2.4,-4.3,-14,-8,-5,19,21,10,-12
O=C(NCc1ccc(F)cc1)c1cccc2c1C(=O)N(Cc1cccnc1)C2,-2.2,-1.2,0,-6,-13,4,5,-4,-2
COCCC(=O)N1CCC(Oc2ccc(C(=O)NC3CCCCC3)cc2)CC1,-0.1,-0.1,2,-14,19,-3,12,0,2
COc1ccc(-c2nnnn2C)cc1S(=O)(=O)NCCc1ccccc1,-3.2,-1.4,5,1,-45,4,-8,4,7
CCN(CC)CCCNC(=O)c1cc2c(-c3cccc(OC)c3)nn(C)c2s1,-5.0,7.7,3,3,14,-2,20,5,-10
CCCOc1nc(N)c(C#N)c(-c2ccccc2F)c1C#N,-5.6,-4.3,-3,-9,13,-6,2,/,10
Cc1[nH]c2ccccc2c1CCO,-2.6,-2.4,-2,-5,10,-15,24,-5,-10

# 2 entries from above, as labelled records.
> CCN(CC)CCCNC(=O)c1cc2c(-c3cccc(OC)c3)nn(C)c2s1
  IMP-1 inhibitor: -5.0
  VIM-2 inh: 7.7
  IDE act: 3
  p-CIP stab down: 3
  PHOSPHO1 inh: 14
  PfM18AAP inh: -2
  NALP1 inh: 20
  IDE inh: 5
  GPR7 antagonist: -10
> CCCOc1nc(N)c(C#N)c(-c2ccccc2F)c1C#N
  IMP-1 inhibitor: -5.6
  VIM-2 inh: -4.3
  IDE act: -3
  p-CIP stab down: -9
  PHOSPHO1 inh: 13
  PfM18AAP inh: -6
  NALP1 inh: 2
  IDE inh: /
  GPR7 antagonist: 10

# Later entries
SMILES,IMP-1 inhibitor,VIM-2 inh,IDE act,p-CIP stab down,PHOSPHO1 inh,PfM18AAP inh,NALP1 inh,IDE inh,GPR7 antagonist
Fc1cccc(-n2c(-c3cccs3)nc3nc4ccccc4nc32)c1,-0.8,-1.8,/,-7,25,1,/,-3,-16
O=C(Nc1cccc(S(=O)(=O)N2CCCCC2)c1)c1ccc2ccccc2n1,-1.5,-4.8,2,-2,6,8,-16,3,-4
Cc1cc(-c2ccccc2)nc2c(Br)c(=O)[nH]n12,-2.2,-2.4,2,-5,-37,0,3,6,-8
CCOc1ccc(N(CC(=O)Nc2ccccc2F)S(=O)(=O)c2c(C)[nH]c(=O)[nH]c2=O)cc1,-0.4,-1.0,3,9,-16,-1,-8,4,8
COc1ccc(S(=O)(=O)Nc2c(C)n(C)n(-c3ccccc3)c2=O)cc1Br,-4.2,0.7,-2,-13,/,-1,-2,4,-5
CCOc1ccc(NC(=O)N(CCN(C)C)C(C)c2ccncc2)cc1 (configuration not stated),-3.7,-4.1,1,-25,6,-5,4,3,20
CS(=O)(=O)c1ccc2nc(NC(NC(=O)c3ccco3)(C(F)(F)F)C(F)(F)F)sc2c1,-1.5,-2.3,4,7,-3,-3,24,1,2
CC(=O)c1c(C)[nH]c(C(=O)Nc2ccc(Cl)cc2F)c1C,-4.3,-4.8,-1,-22,35,2,5,5,0
COc1ccccc1OCCC(=O)OCC(=O)NC(=O)NC(C)(C)C,-4.0,-3.1,-1,-6,-14,4,2,5,0
CCCCC1CCC(C(=O)N(CCCC)c2c(N)n(CCCC)c(=O)[nH]c2=O)CC1 (configuration not stated),-0.9,-2.4,-1,1,-2,-19,5,-3,-12
O=C1CC(N2CCN(CCc3ccccn3)CC2)C(=O)N1c1ccc(Cl)cc1 (configuration not stated),1.3,-2.8,3,-7,36,5,14,4,2
Cc1ccc(C)c(NC(=O)CCN2C(=O)[C@@H]3Cc4ccccc4CN3C2=O)c1,0.5,-0.5,-1,-15,23,-13,16,4,-15
Cc1cc(C(F)(F)F)c(C#N)c(SCC(=O)NC2CC2)n1,-3.2,-2.6,1,-4,10,-6,-6,1,-12
COC(=O)c1ccc(CC(=O)c2c(C)cc(O)cc2O)o1,3.1,0.4,-9,-4,4,22,15,1,-6
COc1cc(Br)c(C2CC(=O)Nc3cc(OC)c(OC)cc32)cc1OC (configuration not stated),-1.4,0.8,-3,-1,29,-14,6,/,-4
Cc1ccc2c(c1)[nH]c1c(=O)n(CCC3=CCCCC3)cnc12,-1.7,2.2,/,4,31,1,24,/,1
COc1ccc(-n2nc3c(c2NC(=O)c2ccc(S(=O)(=O)N4CCOCC4)cc2)CS(=O)(=O)C3)cc1,-1.8,1.1,7,-1,-11,-2,-17,4,-3
N#Cc1nc(-c2ccccc2Cl)oc1NCc1ccco1,-3.7,-2.8,-9,-12,7,7,8,-3,-9
Cc1cc(N2CCN(C)CC2)nc(N2CCOCC2)n1,-3.9,-5.4,3,-9,-24,-1,32,1,-7
O=C(Nc1ccc2c(c1)CCC2)c1c(F)cccc1Cl,-1.5,-0.2,4,-15,42,3,18,1,-2
